Screening results from PubChem BioAssay.
tim10-1 inh: tim10-1 yeast growth inhibition; S. cerevisiae tim10-1 ts strain growth, BacTiter-Glo, 24 h; inhibition, % at 20 µM; 2.2% of 330,000 active;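 active means inhibition of at least 40%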;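 further: mutant grown at 25 °C; 0% = DMSO wells with yeast and 100% = wells holding no yeast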
UPR XBP1 act: activators of adaptive arm of unfolded protein response (XBP1); CHO-XBP1 luciferase reporter, IRE1-XBP1 UPR activation, luminescence; percent of tunicamycin response, DMSO as zero; activation, % at 20 µM; 0.33% of 330,000 active;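 active means versus positive control, 20 µM dose yields 30% or more activation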;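 further: 100% = tunicamycin at 10 µg/mL and 0% = DMSO only wells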
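incubation = overnight seeding at 37 °C, 6 h compound treatment at 37 °C | assay system = CHO-XBP1 cells stably carrying IRE1-XBP1-driven luciferase reporter | input = 1000 cells per well | detection = luciferase luminescence | dosing = single point, 20 µM final compound, 1% DMSO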
tim23-1 inh: tim23-1 yeast growth inhibition; AID 463212; inhibition, % at 20 µM; 1.3% of 330,000 active; S. cerevisiae tim23-1 growth, BacTiter-Glo luminescence, 24 h;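 active means growth inhibition of the mutant yeast at or above 50%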;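 further: temperature-sensitive mutant grown at 25 °C; plate controls were DMSO-treated mutant yeast for no effect and medium wells lacking yeast for full effect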
UPR CHOP act: apoptotic UPR (CHOP) activation; CHO-CHOP luciferase reporter, luminescence; percent of tunicamycin response over DMSO baseline; activation, % at 10 µM; 0.34% of 330,000 active; AID 449763;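 active means at 10 µM dose, activation of 40% or more, normalized to positive control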;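 further: 100% = tunicamycin at 10 µg/mL and 0% = DMSO alone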
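System: CHO-CHOP luciferase reporter cell line | Buffer or medium: F12 medium containing 10% fetal bovine serum | Doses: One dose, 10 µM in 0.5% DMSO | Times: 6 h compound exposure at 37 °C after overnight seeding | Signal: Luciferase luminescence | Read-out: % activation vs tunicamycin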
APJ ag: APJ receptor agonism; P35414; CHO-K1 APJ PathHunter beta-arrestin, luminescence; 0% DMSO wells, 100% apelin; activation, % at 20 µM; 0.11% of 330,000 active; AID 2520;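 active means activation more than six SD over the plate average, tested at 20 µM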;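 further: 0% = DMSO alone and 100% = apelin-13 at 10 nM; some results filed as inactive read as strong as hits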
Target sequence (P35414 whole entry, looked up): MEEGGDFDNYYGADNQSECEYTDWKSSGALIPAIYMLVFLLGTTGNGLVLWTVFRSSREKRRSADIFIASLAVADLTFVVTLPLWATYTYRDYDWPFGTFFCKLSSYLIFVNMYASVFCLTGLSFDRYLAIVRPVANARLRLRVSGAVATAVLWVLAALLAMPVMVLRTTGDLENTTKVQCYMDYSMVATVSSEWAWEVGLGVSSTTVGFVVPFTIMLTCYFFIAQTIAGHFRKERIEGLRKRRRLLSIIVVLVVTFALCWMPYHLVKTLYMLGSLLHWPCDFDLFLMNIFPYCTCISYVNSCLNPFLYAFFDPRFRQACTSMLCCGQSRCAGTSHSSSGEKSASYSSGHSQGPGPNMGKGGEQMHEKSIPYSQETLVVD
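Test system – PathHunter CHO-K1 APJ (AGTRL-1) beta-arrestin reporter cells · Input – 1000 cells/well · Compound – single test compound dose, 20 µM final, 1% DMSO · Times – compound stimulation 90 min at 25 °C, detection 60 min · Technique – beta-gal luminescence · Read-out basis – APJ–arrestin association signal · Control set – negative DMSO alone, positive Apelin-13 at 10 nM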
TIM10 inh: inhibits growth of TIM10 yeast strain; S. cerevisiae TIM10 strain growth, BacTiter-Glo luminescence, 24 h; inhibition, % at 10 µM; AID 463195; 1.4% of 330,000 active;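 active means inhibition of 40% or more at the single tested concentration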;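 further: wild-type TIM10 isogenic control strain grown at permissive 25 °C; 0% = DMSO yeast wells and 100% = minimal medium wells without yeast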
Mdm2-MdmX inh: inhibitors of human Mdm2/MdmX interaction; O15151+Q00987; SaOS-2 split-luciferase Mdm2/MdmX complementation, luminescence; inhibition, % at 8 µM; 3% of 330,000 active;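 active means inhibition of at least 50% at 8 µM in the primary screen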
NALP3 yeast inh: blocks the NALP3 inflammasome reconstituted in yeast; Yeast reconstituted NLRP3/ASC/caspase-1, beta-gal luminescence, 24 h; inhibition, % at 10 µM; 0.39% of 330,000 active; AID 2825;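 active means inhibition of 50% or more; inactive means inhibition below 50%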;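 further: plate controls were induced DMSO wells for no effect and uninduced yeast grown without galactose for full effect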
NR3A LBD binder: modulators (binders) of human NR3A ligand-binding domain. NR3A LBD differential scanning fluorimetry, Tm shift; 0% = protein alone, 100% = glycine-bound protein. Tm shift relative to glycine control, % at 25 µM. 2.5% of 340,000 active. AID 1259313;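 active means melting temperature shift of at least 10% of the positive control shift, at one fixed dose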
The depositor's hits bear a star; x = not tested or not shown.

nr	Molecule	NR3A LBD binder	tim23-1 inh	tim10-1 inh	APJ ag	UPR XBP1 act	TIM10 inh	Mdm2-MdmX inh	UPR CHOP act	NALP3 yeast inh
1	Cc1cc(C)nc(/N=C(\N)Nc2ccc(C(C)C)cc2)n1	1	1	-21	0	-3	-10	38	2.6	9
2	Cn1cccc1Cc1nnc(SCC(=O)Nc2ccccc2)n1-c1ccc(F)cc1	-5	12	24	-3	-1	10	2	-2.0	15
3	Cc1oc(-c2ccoc2)nc1CN(CC1CCC(=O)N1)C(C)C (centres undefined)	0	3	11	-1	-5	0	-16	0.2	18
4	Cc1cc(S(=O)(=O)Nc2ccc(N(C)C)cc2)c(C)s1	0	18	20	2	-2	7	27	-2.0	21
5	Nc1nnc(SCC(=O)Nc2sc3c(c2C(=O)c2ccccc2)CCCC3)s1	-4	36	12	0	0	0	0	0.4	18
6	O=C(COC(=O)c1c2c(nc3ccccc13)/C(=C\c1cccs1)CCC2)Nc1ccccc1Cl	15*	17	14	3	-1	4	37	1.4	9
7	CC1Cc2ccccc2N1C(=O)COC(=O)CNC(=O)c1ccc(Br)o1 (centres undefined)	1	-1	10	-5	-2	19	0	-0.3	-5
8	O=C(NCCc1ccc(Cl)cc1)C1CCN(c2cnccn2)CC1	0	-15	13	-3	0	0	4	-0.8	5
9	COc1ccc(S(=O)(=O)N2CCc3ccccc32)cc1OC	-1	24	12	3	-5	3	-4	-0.6	-3
10	Cc1cc(C)c(S(=O)(=O)N2CCCOC2CNC(=O)C(=O)NCCCn2ccnc2)c(C)c1 (centres undefined)	1	4	6	-3	0	-4	-8	0.2	-10
11	CCc1ccc(CN2CCCC(CCC(=O)N3CCN(c4ccccn4)CC3)C2)o1 (centres undefined)	-1	14	-5	-4	-1	-7	15	-2.4	2
12	COc1ccc(NC(=O)C(c2ccc(OC)cc2)N(C)C(=O)CC2NC(=O)NC2=O)cc1 (centres undefined)	-10	0	-9	-2	-3	-3	-9	1.9	5
13	Cc1ccc(SCC(=O)O/N=C(\N)c2ccncc2)cc1	-4	14	13	-2	3	1	26	3.8	19
14	O=C(COC(=O)c1ccco1)Nc1ccc(Br)cc1	11*	-10	-7	-6	4	-22	7	-1.2	14
15	Cc1sc2ncnc(NCCCN3CCCC3=O)c2c1C	0	10	-7	0	3	12	8	-0.2	22
16	CCOc1ccccc1NC(=O)c1ccc(S(=O)(=O)N(C)c2ccccc2)cc1	3	21	-15	-6	0	0	-11	-0.9	29
17	CCN1CCN(c2cc(C(C)(C)C)nc3c(-c4ccccc4)c(C)nn23)CC1	1	0	-14	-1	2	34	54*	5.3	43
18	COc1ccccc1OCC(=O)NCC1CCCN(Cc2cnn(C(C)C)c2)C1 (centres undefined)	0	4	7	-2	-1	-9	5	1.9	3
19	Cc1ccc(SCC(=O)OCC(=O)N(C)CC(=O)Nc2ccc(F)cc2)cc1	5	16	15	-2	2	10	5	0.2	6
20	O=C(CC1(O)C(=O)c2ccccc2C1=O)c1ccccc1	-1	19	6	-5	-2	-26	-1	1.2	20
21	CC1CCCN(S(=O)(=O)c2ccc3c(c2)n(C)c(=O)c(=O)n3C)C1 (centres undefined)	-2	-14	-10	-1	0	-7	9	-1.0	-3
22	COC(=O)[C@@H]1C[C@@]2(O)[C@H](O)[C@H](O)[C@H](O)C[C@H]2N1Cc1ccc(C)s1	1	-12	-10	-5	-1	-6	7	-1.7	-5
23	COc1cnn(-c2ccc(C)cc2)c(=O)c1SCc1ccccc1	-1	14	15	-3	0	22	-39	6.4	19
24	COc1ccc(-c2c(-c3ccc4c(c3)OCO4)noc2C)cn1	-3	6	15	-3	5	0	33	2.2	21
25	CCc1ccc(NS(=O)(=O)c2cc3c(cc2C)n(C)c(=O)c(=O)n3C)cc1	1	-5	4	-4	-1	0	10	-0.3	15
26	CC(c1nccs1)N(C)C(=O)CCc1nnc(CCc2ccccc2)o1 (centres undefined)	-1	12	11	-3	1	18	6	0.5	3
27	COc1ccc(/C=N/Nc2nncc3ccccc23)cc1	-5	28	14	-4	-7	17	-81	-8.4	25
28	CC(C)(C)NCc1cc(Br)ccc1OCc1cccs1	1	6	-1	1	-1	-4	25	1.8	24
29	CCOc1ccc(/C=N/n2c(C)nnc2C)cc1OC	-1	7	-10	-1	4	-11	-10	-0.3	-17
30	CCC(C)[C@H](NC(=O)N1CCCC1)C(=O)O (some centres undefined)	0	10	11	-2	1	6	19	-0.1	8
31	COc1ccc(S(=O)(=O)N2CCOCC2)cc1C(=O)N(C)Cc1ccco1	2	-5	-2	-4	0	2	-32	-0.7	-12
32	CC(C)C1CCN(C(=O)C2CCC(=O)N(CCc3ccc(Cl)cc3)C2)CC1 (centres undefined)	2	36	34	-2	-8	19	0	1.7	9
33	O=C(O)CCNS(=O)(=O)c1cccc(Br)c1	0	11	4	-3	0	-9	-3	0.2	18
34	COC(=O)c1ccsc1NC(=O)c1ccco1	1	18	16	1	0	4	0	2.1	5
35	CC(=O)NC1=NN(c2ccccc2)C(=O)C1	0	-5	8	-5	-1	4	32	0.8	-2
36	CCCc1nc2ccccc2c(=O)n1-c1ccc(C(=O)OCC)cc1	1	7	20	-1	-2	21	6	-0.7	-10
37	O=C(NCCc1ccccc1)c1c(F)cccc1F	0	1	5	-1	-1	-4	-33	0.3	20
38	Cc1cnc(NC(=O)CCc2ccccc2)s1	3	-9	-5	-3	0	3	21	3.2	14
39	CC(=O)Oc1ccc(C(=O)Nc2cc(C)ccc2NC(=O)COc2ccccc2)cc1	1	1	14	-2	-2	-6	0	-0.4	6
40	O=C(c1ccc2c(c1)OCO2)C1CCCN(C(=O)Nc2ccc(F)cc2F)C1 (centres undefined)	-2	19	-7	-3	-2	4	-26	0.4	17

From entry 26 as far as 36, as listed above:
nr	Molecule	NR3A LBD binder	tim23-1 inh	tim10-1 inh	APJ ag	UPR XBP1 act	TIM10 inh	Mdm2-MdmX inh	UPR CHOP act	NALP3 yeast inh
26	CC(c1nccs1)N(C)C(=O)CCc1nnc(CCc2ccccc2)o1 (centres undefined)	-1	12	11	-3	1	18	6	0.5	3
27	COc1ccc(/C=N/Nc2nncc3ccccc23)cc1	-5	28	14	-4	-7	17	-81	-8.4	25
28	CC(C)(C)NCc1cc(Br)ccc1OCc1cccs1	1	6	-1	1	-1	-4	25	1.8	24
29	CCOc1ccc(/C=N/n2c(C)nnc2C)cc1OC	-1	7	-10	-1	4	-11	-10	-0.3	-17
30	CCC(C)[C@H](NC(=O)N1CCCC1)C(=O)O (some centres undefined)	0	10	11	-2	1	6	19	-0.1	8
31	COc1ccc(S(=O)(=O)N2CCOCC2)cc1C(=O)N(C)Cc1ccco1	2	-5	-2	-4	0	2	-32	-0.7	-12
32	CC(C)C1CCN(C(=O)C2CCC(=O)N(CCc3ccc(Cl)cc3)C2)CC1 (centres undefined)	2	36	34	-2	-8	19	0	1.7	9
33	O=C(O)CCNS(=O)(=O)c1cccc(Br)c1	0	11	4	-3	0	-9	-3	0.2	18
34	COC(=O)c1ccsc1NC(=O)c1ccco1	1	18	16	1	0	4	0	2.1	5
35	CC(=O)NC1=NN(c2ccccc2)C(=O)C1	0	-5	8	-5	-1	4	32	0.8	-2
36	CCCc1nc2ccccc2c(=O)n1-c1ccc(C(=O)OCC)cc1	1	7	20	-1	-2	21	6	-0.7	-10

Continuation.
nr	Molecule	NR3A LBD binder	tim23-1 inh	tim10-1 inh	APJ ag	UPR XBP1 act	TIM10 inh	Mdm2-MdmX inh	UPR CHOP act	NALP3 yeast inh
41	Nc1ccc(C(=O)NCCCCCCNC(=O)c2ccc(N)cc2)cc1	0	16	4	-2	-3	-2	-6	-0.1	24
42	CC(C)[C@H](NS(=O)(=O)c1ccccc1)C(=O)OCn1nnc2ccccc2c1=O	-2	21	20	0	-2	-6	-6	-2.5	13
43	O=C(COC(=O)c1ccc(Cl)cc1O)NC(=O)C1CCCCC1	-1	-13	-42	-2	1	4	28	-0.6	23
44	CCN(CC)S(=O)(=O)c1ccc(NN=C2CCN(C(C)C)CC2)c([N+](=O)[O-])c1	-2	10	18	0	-2	-9	5	0.1	-5
45	O=C(Cn1cc(SCc2ccc(F)cc2)c2ccccc21)N1CCOCC1	1	11	22	-1	3	23	-37	3.3	15
46	CCN(CC)C(=O)CSc1ccccc1N	0	0	22	0	3	4	7	-2.5	9
47	N#Cc1ccc(C(=O)NN2C(=O)NC3(CCCCC3)C2=O)cc1	1	6	10	-2	-4	11	-21	-0.1	16
48	COc1cc(OC)cc(C(=O)NNC(=O)CN2C(=O)NC3(CCCC3)C2=O)c1	-2	-1	-5	-4	0	0	14	1.3	15
49	COc1ccc(/C=N/Nc2nc3ccccc3c(=O)[nH]2)cc1	-8	34	37	-5	5	35	-121	2.8	13
50	O=C1NC(=O)C(c2cccs2)(c2cccs2)N1	-3	15	7	-1	4	-4	11	0.2	13
51	COc1ccc(NC(=O)CCc2ccccc2)cc1S(=O)(=O)N1CCCCC1	0	9	-4	-3	-3	-20	-10	1.6	8
52	CCC(=O)N1c2ccccc2[C@@H](N(C(C)=O)c2ccccc2)C[C@H]1C	-1	16	16	0	0	-1	45	-1.9	17
53	CCOc1ccccc1OCC(=O)N/N=C(\C)Cc1ccc(OC)cc1	3	7	9	-3	-1	11	11	3.4	5
54	CCOc1cc(-c2noc(CCC(=O)NCCc3ccccc3)n2)ccc1OC	1	16	17	-2	-5	1	6	-0.7	17
55	Cc1nc2nc[nH]n2c(=O)c1NS(C)(=O)=O	1	9	-5	-7	-2	3	10	0.3	5
56	O=C(c1cncc(Br)c1)N1CCN(S(=O)(=O)c2ccccc2)CC1	-1	26	10	2	4	-1	21	-1.6	9
57	NC(=O)NN=C1C2CCCC1C(c1ccccc1)NC2c1ccccc1 (centres undefined)	-2	19	15	0	3	13	-7	-1.1	20
58	O=C(Nc1ccc(N2CCOCC2)c2nonc12)C1CCCC1	2	4	1	1	0	-9	-15	0.3	16
59	COc1ccc(-c2ccc(-c3cc(=O)oc4c(C(C)C)ccc(C)c34)cc2)cc1	-1	28	14	x	1	14	9	1.2	x
60	CCNc1c(NS(=O)(=O)c2ccc(OC)c(Cl)c2)c(=O)oc2ccccc12	-2	5	-5	-5	-3	7	32	1.5	-9
61	COc1ccc(S(=O)(=O)N(CC(=O)NCc2ccncc2)c2cc(C)cc(C)c2)cc1OC	1	5	0	-3	-3	13	11	0.2	10
